# CHRM5 agonist = agonists of human muscarinic M5 receptor (CHRM5); P08912; AID 624037; CHO-K1 hM5 cells, Fluo-8 calcium fluorescence; 0% DMSO wells, 100% maximal acetylcholine response; 0.19% of 360,000 active; activation, % at 3 µM;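 active = activation above the run's mean over test compounds plus 3 SD, cut at about 23% in these data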;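 note: signal is peak over basal fluorescence ratio across the kinetic read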
# M5 PAM = positive allosteric modulators of human muscarinic M5 receptor. CHO-K1 hM5, Fluo-8 calcium, ACh EC20 PAM; 0% = ACh EC20, 100% = ACh EC100. activation, % at 3 µM. 0.3% of 360,000 active. P08912;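 active = activation above the run cutoff, the mean activation of all test compounds plus 3 SD, cut at about 18% in these data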
#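 Assay system – human M5 receptor in CHO-K1 cells · Read-out – % activation, ACh-normalized · Technique – Fluo-8 calcium fluorescence · Dosing – single-point, 3 µM nominal · Incubation – Fluo-8 loading 80 min at 37 °C plus 30 min room temperature · Repeats – singlicate, one well per test compound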
# CHRM5 antagonist = antagonists of human muscarinic M5 receptor (CHRM5); P08912; CHO-hM5 cells, Fluo-8 calcium fluorescence, ACh EC80; inhibition, % at 3 µM; 0.59% of 360,000 active; AID 624040;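 active = inhibition above a per-plate cutoff, the mean of that plate's test compounds plus 3 SD, cut at about 27% in these data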;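 note: 0% = acetylcholine EC80 with DMSO and 100% = DMSO without agonist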
# M1 PAM parental = counter-screen for M1 PAMs: effect in parental CHO-K1 cells; ATP EC20, Fluo-8 calcium fluorescence; 0% at ATP EC20, 100% at ATP max; activation, % at 3 µM; 0.02% of 360,000 active;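 active = activation above the run cutoff, the mean activation of all test compounds plus 3 SD, cut at about 40% in these data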;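 note: peak over basal fluorescence ratio in a 140 s read after ATP addition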
# CRFBP-R2 agonist = agonists of human CRF-binding protein/CRF-R2 receptor complex | HEK293 CRF-R2/CRF-BP, calcium dye fluorescence (FLIPR); percent of saturating CRF peptide response | activation, % at 13.2 µM | 0.46% of 350,000 active;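 active = activation of at least 50%, plus an integration ratio under a set limit after plate pattern correction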;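 note: plate controls were neutral control wells without compound for no effect and CRF at EC100 for full effect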
# TAAR1 agonist = human TAAR1 agonism. Q96RJ0. CHO RD-HGA16 TAAR1, Fluo-8 calcium fluorescence; vehicle wells 0%, saturating PEA agonist 100%. activation, % at 3 µM. 0.99% of 360,000 active;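 active = activation above the mean activation of all test compounds in the run plus 3 SD, cut at about 38% in these data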
# Target sequence (Q96RJ0 whole entry, looked up): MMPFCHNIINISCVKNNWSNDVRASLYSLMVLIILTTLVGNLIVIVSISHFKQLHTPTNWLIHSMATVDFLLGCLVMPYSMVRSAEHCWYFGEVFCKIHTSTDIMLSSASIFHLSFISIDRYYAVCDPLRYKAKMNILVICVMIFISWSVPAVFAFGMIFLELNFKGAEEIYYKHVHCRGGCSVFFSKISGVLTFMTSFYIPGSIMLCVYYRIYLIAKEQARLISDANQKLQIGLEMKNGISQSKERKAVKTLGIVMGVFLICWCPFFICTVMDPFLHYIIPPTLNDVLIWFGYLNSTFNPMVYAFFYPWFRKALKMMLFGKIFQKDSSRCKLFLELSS
#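 Benchmarks: low control DMSO, high control PEA (EC100); System: CHO RD-HGA16 cells carrying human TAAR1 plus Gα16; Detection: Fluo-8 fluorescence, 5 s baseline then 140 s kinetic read; Schedule: 17-24 h plating, Fluo-8 75 min 37 °C, 30 min RT; Read-out basis: % activation from peak over basal fluorescence ratio, DMSO-to-PEA scaled.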
# M4 PAM = CHRM4 positive allosteric modulation | P08173 | CHO-K1 hM4/Gqi5, Fluo-8 calcium fluorescence, ACh EC20; 0% = ACh EC20, 100% = maximal ACh | 0.4% of 360,000 active | activation, % at 3 µM | AID 624126;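 active = activation above its plate's cutoff, the mean activation of sample wells plus 3 SD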; note: some results filed as inactive read as strong as hits
# Target sequence (P08173 whole entry, looked up): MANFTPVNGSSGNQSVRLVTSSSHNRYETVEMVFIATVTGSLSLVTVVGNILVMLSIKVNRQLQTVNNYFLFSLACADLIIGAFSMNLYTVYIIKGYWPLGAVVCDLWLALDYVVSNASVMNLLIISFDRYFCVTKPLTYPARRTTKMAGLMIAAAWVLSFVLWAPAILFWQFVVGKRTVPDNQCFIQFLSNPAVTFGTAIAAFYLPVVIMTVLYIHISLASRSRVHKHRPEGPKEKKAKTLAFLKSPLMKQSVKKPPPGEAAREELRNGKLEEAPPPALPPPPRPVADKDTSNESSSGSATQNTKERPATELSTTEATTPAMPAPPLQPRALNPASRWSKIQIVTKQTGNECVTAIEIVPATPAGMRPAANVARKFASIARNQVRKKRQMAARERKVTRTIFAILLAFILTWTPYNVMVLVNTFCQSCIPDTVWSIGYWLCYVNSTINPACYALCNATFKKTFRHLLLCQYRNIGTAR
# CRFR2-BP antag = CRF-BP/CRF-R2 complex antagonism | HEK293 CRF-R2/CRF-BP, CRF-induced calcium fluorescence | 0.59% of 350,000 active | AID 588475 | inhibition, % at 11.8 µM;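 active = inhibition of the ligand-induced calcium signal above about 50% at the single tested concentration, limit read from the data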
# TAAR1 antagonist = antagonists of human TAAR1. Q96RJ0. CHO RD-HGA16 TAAR1, Fluo-8 calcium fluorescence, antagonist. inhibition, % at 3 µM. 1.5% of 360,000 active. AID 624466;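 active = inhibition above a per-plate cutoff, the mean inhibition of test compounds on that plate plus 3 SD, cut at about 49% in these data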;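 note: 0% = DMSO plus EC80 beta-PEA response and 100% = DMSO alone without agonist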
#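 Test system: CHO RD-HGA16 cells bearing hTAAR1 | Reagent: β-PEA, EC80 | Compound dosing: 3 µM, single point | Schedule: Dye loading 75 min at 37 °C, then 30 min room temperature | Signal: Calcium fluorescence with Fluo-8 | Evaluation: Percent inhibition of PEA-evoked calcium signal, max/basal emission ratio | Control set: DMSO-only wells and EC80 β-PEA-stimulated wells | Repeats: Singlicate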
# * hit, by the source's call; x = not tested or not shown.
SMILES,CHRM5 agonist,M5 PAM,CHRM5 antagonist,M1 PAM parental,CRFBP-R2 agonist,TAAR1 agonist,M4 PAM,CRFR2-BP antag,TAAR1 antagonist
COc1ccc(NS(=O)(=O)c2ccc3c(c2)oc(=O)n3C)c(OC)c1,3,-4,3,23,-0.9,5,2,-13,-24
O=C(COC(=O)c1ccccc1F)NC1CC1,4,-22,8,-4,-0.1,-3,4,2,3
O=C(NCCC1=CCCCC1)C1CCN(S(=O)(=O)c2cccc3nonc23)CC1,x,x,x,x,-2.2,4,x,-23,2
Cc1cc(NC(=O)CSc2nnnn2-c2cc(Cl)ccc2C)no1,-2,2,4,1,-0.1,21,-3,-11,-17
CCc1ccc(NC(=O)[C@H](NC(=O)[C@@H]2Cc3ccccc3CN2)c2ccccc2)cc1,0,10,-9,26,2.6,17,0,-20,-1
COc1cccc(/C=N/NC(=O)C(=O)N2CCCCCC2)c1O,-1,6,-10,-4,0.9,1,0,-1,-11
Cc1sc(NC(=O)CSc2nnnn2C(C)C)c(C#N)c1C,4,9,-4,1,-2.7,24,-8,-7,-29
O=C(CNC(=O)c1ccc(Br)cc1)OCc1cc([N+](=O)[O-])cc2c1OCOC2,-2,-1,7,8,-9.8,1,-6,21,-9
CCOc1ccc(S(=O)(=O)n2cc(-c3ccc(F)cc3)c(N)n2)cc1,-8,-1,-4,23,-1.9,0,9,25,4
NS(=O)(=O)c1ccc(CCNC(=O)COC(=O)CCN2C(=O)C3CC=CCC3C2=O)cc1 (stereo not drawn),1,7,12,13,-3.0,4,0,-10,6
O=C(c1ccc(Cl)cc1)c1cnc2ccccn12,-5,3,3,15,-2.5,6,-5,-5,2
Cn1c(SCC(=O)N2CCCC2)nnc1-c1cccs1,-1,4,6,20,-0.6,-1,12,-5,-26
CN(C)S(=O)(=O)c1cccc(C(=O)c2nccn2C)c1,4,0,9,14,0.4,-1,-2,0,-8
COc1cc(NC(=O)CCN2C(=O)NC3(CCCC3)C2=O)c(OC)cc1Cl,1,1,5,8,-0.6,8,7,5,8
CCC(CC)NC(=O)Nc1ccc(F)cc1F,0,-3,10,-12,7.0,1,1,-16,0
Cc1ccc(S(=O)(=O)N2CCN(C(=O)CCc3c[nH]c4ccccc34)CC2)cc1,3,-2,6,-15,-0.4,3,2,4,-5
CCCCN(C(=O)c1cccc(S(=O)(=O)N2CCCC2)c1)c1c(N)n(CCC)c(=O)[nH]c1=O,0,6,2,-10,0.1,5,10,-4,-7
O=C(CSc1ccc(F)cc1)Nc1ccccc1Br,-2,-3,13,9,0.3,-1,0,-3,-30
COc1ccc(CNC(=O)CN(CC2CCCO2)C(=O)CNS(=O)(=O)c2ccc(F)cc2)cc1 (stereo not drawn),-3,2,-7,21,1.3,0,4,0,5
Cc1ccc(NC(=O)N2CCN(c3ncccc3C(F)(F)F)CC2)cc1,-3,4,2,3,-1.9,1,6,-33,-5
Cc1ccccc1NC(=O)Cc1nnc(SCC(=O)NC2CCCC2)n1C,-1,5,-7,-11,2.5,12,-5,-11,-9
CCOC1=C2CN(S(=O)(=O)c3ccc(C)cc3)[C@H](c3cccs3)C[C@H]2[C@H]2C(=O)N(c3ccccc3)C(=O)[C@H]2C1,1,-4,6,0,x,5,-9,x,-30
O=C(c1cccs1)N1CCC(c2nc(-c3ccc(S(=O)(=O)N4CCOCC4)cc3)no2)CC1,7,-10,-4,11,-1.2,8,-7,-9,18
CCC(c1nnnn1-c1c(C)cccc1C)N1CCN(CC)CC1 (stereo not drawn),-5,1,-5,4,x,2,17,x,-1
COc1cc2c(c(OC)c1OC)CCc1cnoc1-2,-4,-5,6,-6,-2.3,4,-2,7,-13
CCO[C@H]1OC(C(=O)NCc2nc3ccccc3[nH]2)=C[C@@H](c2cn(C(C)=O)c3ccccc23)[C@@H]1CCCO,-2,1,8,16,-1.2,7,-3,-4,33
CC(C)c1onc(C(=O)N2CCN(Cc3ccccc3)CC2)c1[N+](=O)[O-],-1,-1,-1,27,0.8,0,8,-7,-11
CCOCCCNC(=O)C(NC(=O)Cc1cccs1)c1ccc(OC)cc1 (stereo not drawn),1,11,1,-7,3.9,5,13,3,-20
Cc1ccc(-c2csc(NC(=O)CSc3nc4ccccc4[nH]3)n2)cc1,-3,-7,5,14,1.8,2,-7,2,31
O=C(Nc1nc2ccc(Cl)cc2s1)c1cccc(N2C(=O)CCC2=O)c1,2,4,2,-1,0.5,3,8,-2,-13
Cc1onc(-c2c(Cl)cccc2Cl)c1C(=O)Nc1ccc2c(c1)OCO2,-3,1,-3,15,-0.1,0,-7,9,5
COC(=O)NC(=S)N1CCOCC1,2,0,2,-9,-0.8,1,16,10,6
O=C(Nc1ccccc1C(=O)N1CCCC1)c1ccc(Cl)c([N+](=O)[O-])c1,-5,-4,3,13,0.8,7,4,5,-10
Cc1ccc(-n2c(O)c(/C=C3/C(c4ccccc4)=Nc4ccccc43)c(=O)[nH]c2=O)cc1,-1,-7,11,4,21,3,-8,-124,34
COc1ccc(-c2noc(CN3CCN(c4ccccc4)CC3)n2)cc1,4,-7,4,-4,-1.0,1,-4,-11,-25
CC(OC(=O)c1cccc(-n2cnnn2)c1)C(=O)Nc1ccc(F)cc1 (stereo not drawn),0,-3,15,-1,0.6,0,-3,-7,-16
Cc1ccc(NC(=O)NCc2cccnc2)cc1Cl,-2,-10,23,0,-0.6,7,7,24,-19
CCOC(=O)c1ccccc1NC(=O)C1CCN(c2ncnc3sc(C)c(C)c23)CC1,2,2,9,-6,1.2,x,18,12,x
O=C(Nc1ccccc1)C1CCOC1=O (stereo not drawn),1,3,-6,0,0.4,2,-1,4,-37
CCOC(=O)C1=CC[C@@H](c2cc(OC)c(OC)c(OC)c2)N(S(=O)(=O)c2ccc(C)cc2)[C@H]1C(=O)OCC,-2,2,5,8,-2.0,0,-6,20,-18
CCn1c(SCC(=O)Nc2cc(S(=O)(=O)N3CCOCC3)ccc2OC)nnc1-c1ccncc1,-3,3,7,18,-0.3,-1,-1,12,2
Cc1cccn2c(=O)nc(SCC(=O)c3ccccc3)nc12,5,2,-4,-3,-1.2,2,12,-2,-30
COc1ccc(-c2ncncc2-c2ccc(OC)c(OC)c2)c(O)c1,-3,0,3,14,-0.2,-2,0,-13,-4
O=C(CSc1nc(SCC(=O)NCc2ccccc2)n(-c2ccccc2)n1)NCc1ccccc1,-3,-6,4,7,1.1,11,-4,3,-7
O=C(Cc1ccc(Cl)cc1)NNC(=O)Nc1cccc2ccccc12,-4,5,10,13,1.7,2,4,11,-1
CC(CNCCCn1ccc(NC(=O)OCc2ccccc2)nc1=O)c1ccccc1 (stereo not drawn),-3,-2,-4,-3,-3.0,1,-9,7,-5
CCCc1nc(SCC(=O)N2CCCC2)c2c(=O)n(C)c(=O)n(C)c2n1,-2,4,1,6,-1.1,2,4,-6,-10
COc1ccc(-c2sc3ccc(N4CCOCC4)cc3c2C#CC(C)(C)O)cc1,-1,13,6,-1,-1.5,15,4,-5,21
COc1ccc(OC)c(-c2csc(N(C)C(=O)Cc3ccccc3)n2)c1,-6,-4,3,16,0.9,13,-7,28,14
CC(C)(C)c1ccc(OC(=O)Cn2c(C(F)(F)F)nc3ccccc32)cc1,-4,-2,-13,10,7.1,7,10,14,5
# Following part
SMILES,CHRM5 agonist,M5 PAM,CHRM5 antagonist,M1 PAM parental,CRFBP-R2 agonist,TAAR1 agonist,M4 PAM,CRFR2-BP antag,TAAR1 antagonist
CC(C)(C)OC(=O)C[C@@H]1C/C=C\C[C@H](CC(=O)NCCO)C(=O)N2CCC[C@H]2COC1=O,3,-1,10,10,-1.3,5,9,-15,3
CCN(CC)S(=O)(=O)c1cc(NC(=O)CO/N=C(\N)c2ccccc2Cl)ccc1C,3,3,3,13,0.8,9,4,1,19
CC(=Nc1ccc(C)cc1C)c1sc2ccccc2c1O,0,2,1,7,31,16,-1,-33,2
O=c1cc(O)c(-c2cccc(C(F)(F)F)c2)c(Cl)[nH]1,2,4,3,13,0.5,4,5,-10,18
C=CCC[C@@H](CCCCC)OC(=O)/C=C/[C@@H](O)[C@H](O)C[C@@H](O)CC=C,-2,-1,6,14,x,2,12,x,-38
CSc1ccccc1NC(=O)CSc1nnc(COc2ccccc2)o1,-4,-2,5,11,0.3,2,3,0,-7
CCCCn1c(N)c(N(CCOC)C(=O)COC(=O)COc2cc(C)ccc2Cl)c(=O)[nH]c1=O,1,-4,4,-13,0.8,2,0,-6,-28
COCn1ccnc1C(O)(c1ccc(OC)cc1)c1ccc(OC)cc1,-4,2,4,19,-3.9,1,9,12,3
NC(=O)c1oc2ccccc2c1NC(=O)C1COc2ccccc2O1 (stereo not drawn),-5,1,20,20,-5.8,9,6,4,15
CCc1nc(SCC(=O)NCc2ccco2)c2c(=O)n(C)c(=O)n(C)c2n1,-1,-6,-4,-9,-0.9,2,-3,-29,9

# Molecules listed so far that have a tert-butyl group:
SMILES,CHRM5 agonist,M5 PAM,CHRM5 antagonist,M1 PAM parental,CRFBP-R2 agonist,TAAR1 agonist,M4 PAM,CRFR2-BP antag,TAAR1 antagonist
CC(C)(C)c1ccc(OC(=O)Cn2c(C(F)(F)F)nc3ccccc32)cc1,-4,-2,-13,10,7.1,7,10,14,5
CC(C)(C)OC(=O)C[C@@H]1C/C=C\C[C@H](CC(=O)NCCO)C(=O)N2CCC[C@H]2COC1=O,3,-1,10,10,-1.3,5,9,-15,3

# Some values from the list.
# Entry of `CCN(CC)S(=O)(=O)c1cc(NC(=O)CO/N=C(\N)c2ccccc2Cl)ccc1C` under CRFBP-R2 agonist: 0.8
# Entry of `CCc1nc(SCC(=O)NCc2ccco2)c2c(=O)n(C)c(=O)n(C)c2n1` under CRFR2-BP antag: -29

# Continued.
SMILES,CHRM5 agonist,M5 PAM,CHRM5 antagonist,M1 PAM parental,CRFBP-R2 agonist,TAAR1 agonist,M4 PAM,CRFR2-BP antag,TAAR1 antagonist
O=C(O)CSC(=S)N1CCCCC1,0,0,1,21,-1.1,4,2,23,-32
CC1CCCCC1NC(=S)Nc1ccc(SC(F)F)cc1 (stereo not drawn),3,-14,13,-9,12,7,-14,15,41
CS(=O)(=O)N(CC(=O)Nc1ccc(Br)cc1)C1CCCCC1,-6,-5,23,2,0.1,6,2,-2,-24
COc1ccc(CNC(=O)CCNS(=O)(=O)c2ccc(C)cc2)cc1,-3,4,-2,10,-1.5,0,2,9,-11
COc1ccc(C(=O)N2CCC(C)(C(=O)NS(=O)(=O)C3CC3)C2)cc1F (stereo not drawn),0,-4,10,-1,x,4,2,x,5
CC(Sc1nnc(-c2ccco2)n1N)C(=O)NC1CCCCC1C (stereo not drawn),0,13,-1,14,2.5,-3,12,-6,13

# Compounds as they come; 4.2% or so of the library scored in one or more.
